# RPL19A TOR yeast: alters RPL19A-GFP fluorescence in TOR pathway yeast screen | actives 0.3% (n = 330,000) | S. cerevisiae RPL19A-GFP strain, flow cytometry, 3 h; active compounds read low | percent response vs DMSO, % at 10 µM;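 active = percent response vs DMSO below 50%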;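 note: median channel GFP fluorescence of the barcoded RPL19A-GFP strain; ratio of sample median GFP to plate DMSO average so 100% = DMSO; lower means less RPL19A-GFP as with rapamycin TOR inhibition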
# MEP2 TOR yeast: yeast TOR pathway MEP2-GFP modulation | S. cerevisiae MEP2-GFP strain, flow cytometry GFP, 3 h; 100% = DMSO control level | GFP response vs DMSO, % at 10 µM | actives 0.51% (n = 330,000) | AID 2016;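 active = GFP response versus DMSO above a set limit, roughly screen mean plus 3 SD, cut at about 180% in these data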;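 note: median GFP fluorescence of the barcode-gated MEP2-GFP cells per well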
# LAP4-GFP MLPCN: yeast TOR pathway LAP4-GFP modulation; GFP response vs DMSO, % at 10 µM; S. cerevisiae LAP4-GFP multiplex, flow cytometry GFP, 3 h; median GFP as percent of DMSO wells; AID 2023; actives 0.34% (n = 320,000);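 active = GFP response vs DMSO above a set limit, about the screen mean plus 3 SD, cut at about 150% in these data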
# CR mimetic SO: caloric restriction mimetics inhibiting age-related superoxide in yeast. S. cerevisiae aged cells, superoxide DHE fluorescence; active compounds read low. superoxide response (% of plate mean), % at 10 µM. actives 0.18% (n = 330,000). AID 2690;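 active = superoxide response under a set limit, about three screen SD below normal, cut at about 65% in these data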;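 note: yeast aged for seven days with compound at 30 °C before DHE staining; 100% = average MFI of all compound-treated wells on the plate with controls excluded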
# GRK2 inh: blocks RNA aptamer binding to human GRK2. P25098. bead flow cytometry, FAM-aptamer displacement from GRK2. inhibition of aptamer binding, % at 10 µM. actives 0.59% (n = 330,000). AID 488847;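 active = inhibition of aptamer binding above 40%, roughly 3 SD of noise, on plates passing a quality check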;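 note: median bead fluorescence of bound FAM aptamer so fluorescent compounds give negative values; no value below 0 was filed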
# VLA-4 inh: inhibition in a human VLA-4 binding assay; P13612; VLA-4 expressing cells, ligand binding flow cytometry; inhibition, % (about 7 µM as worked out from the volumes in the protocol); actives 0.2% (n = 330,000); AID 2557; in the data active = inhibition above about 50%
# Target sequence (P13612 whole entry, looked up): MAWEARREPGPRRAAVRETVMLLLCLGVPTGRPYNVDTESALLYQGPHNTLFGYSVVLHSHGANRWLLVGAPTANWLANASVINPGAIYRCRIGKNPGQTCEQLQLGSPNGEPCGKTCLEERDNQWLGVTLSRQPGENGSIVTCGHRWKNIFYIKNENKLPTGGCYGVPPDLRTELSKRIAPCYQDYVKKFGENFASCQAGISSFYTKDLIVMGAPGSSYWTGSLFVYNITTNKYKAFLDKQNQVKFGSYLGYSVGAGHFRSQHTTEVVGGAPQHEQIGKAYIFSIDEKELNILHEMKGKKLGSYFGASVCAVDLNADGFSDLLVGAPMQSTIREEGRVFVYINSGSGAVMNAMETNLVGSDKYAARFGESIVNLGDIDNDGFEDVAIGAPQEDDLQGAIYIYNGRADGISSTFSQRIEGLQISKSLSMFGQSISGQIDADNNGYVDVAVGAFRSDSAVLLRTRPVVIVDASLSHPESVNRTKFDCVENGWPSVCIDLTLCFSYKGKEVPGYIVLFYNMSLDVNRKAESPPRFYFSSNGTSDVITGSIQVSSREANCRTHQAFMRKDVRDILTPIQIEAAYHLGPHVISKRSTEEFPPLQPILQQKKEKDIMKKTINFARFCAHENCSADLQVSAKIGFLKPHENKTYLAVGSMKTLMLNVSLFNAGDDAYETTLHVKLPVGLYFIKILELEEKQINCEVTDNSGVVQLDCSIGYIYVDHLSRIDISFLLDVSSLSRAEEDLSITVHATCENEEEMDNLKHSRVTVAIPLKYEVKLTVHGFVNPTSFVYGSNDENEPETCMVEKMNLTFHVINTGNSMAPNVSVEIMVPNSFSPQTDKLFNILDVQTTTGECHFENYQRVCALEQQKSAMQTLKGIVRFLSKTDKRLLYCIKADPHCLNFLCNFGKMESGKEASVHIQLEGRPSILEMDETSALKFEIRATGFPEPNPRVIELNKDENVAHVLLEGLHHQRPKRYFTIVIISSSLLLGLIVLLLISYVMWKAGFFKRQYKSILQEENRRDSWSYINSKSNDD
# AGP1-GFP MLPCN: alters AGP1-GFP fluorescence in TOR pathway yeast screen; S. cerevisiae AGP1-GFP multiplex flow cytometry, 3 h; GFP as percent of DMSO wells; GFP response vs DMSO, % at 10 µM; actives 0.02% (n = 320,000); AID 2066;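 active = GFP response relative to DMSO above a set limit, near screen average plus 3 SD, cut at about 150% in these data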;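 note: median GFP channel fluorescence of the gated AGP1 strain per well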
# CIT2-GFP yeast: alters CIT2-GFP fluorescence in TOR pathway yeast screen; actives 0.065% (n = 320,000); GFP response vs DMSO, % at 10 µM; S. cerevisiae CIT2-GFP strain, flow cytometry, 3 h; 100 means same as DMSO wells;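 active = GFP response relative to DMSO above a set limit, near the screen mean plus 3 SD, cut at about 150% in these data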;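 note: ratio of well median GFP fluorescence to mean of DMSO wells on the plate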
# The depositor's hits bear a star; . = not tested or not shown.
SMILES,RPL19A TOR yeast,MEP2 TOR yeast,LAP4-GFP MLPCN,CR mimetic SO,GRK2 inh,VLA-4 inh,AGP1-GFP MLPCN,CIT2-GFP yeast
CCOP(=O)(OCC)C(C#N)=C1SCN(c2ccccc2)CS1,95,97,89,97,2,0,96,88
Cc1ccc(C(=O)Nc2ccc(S(=O)(=O)N3CCOCC3)cc2)cc1C,76,77,69,106,4,5,118,62
O=C(COC(=O)[C@H](Cc1ccccc1)NC(=O)c1ccco1)Nc1ccccc1OC(F)F,101,107,106,108,2,26,106,105
Cc1ccc(C)c2[nH]c(=O)c(CCNC(=O)CC(C)(C)C)cc12,100,104,91,97,0,12,104,96
C=C1CCC(N(O)c2cc(C)on2)C(=C)CCC2C1CC2(C)C (stereo not drawn),102,101,116,89,0,10,96,87
CNC(=O)c1nn(-c2ccccc2)ccc1=O,104,101,102,103,1,0,106,110
O=C(NNS(=O)(=O)c1ccccc1[N+](=O)[O-])c1ccc(O)cc1,95,97,87,108,5,1,92,91
O=C(COC(=O)c1cccc(F)c1)Nc1ccc(Cl)cn1,99,100,98,111,3,-33,102,114
CCOC(=O)c1cc2sccc2n1CC(=O)Nc1ccc(OC)cc1OC,97,95,95,110,0,-2,93,104
Cn1c(N)c(C(=O)COC(=O)CC(NC(=O)c2ccccc2Cl)c2ccccc2)c(=O)n(C)c1=O (stereo not drawn),104,101,100,97,5,-7,100,101
COC(=O)c1cc(NC(=O)c2cccnc2)cc(C(=O)OC)c1,104,112,95,107,0,2,102,107
CCC1CCCCN1C(=O)CCCc1ccccc1 (stereo not drawn),99,108,100,100,0,-12,98,95
CCN1CCC(NC(=O)Nc2ccc(F)cc2)CC1,106,101,97,99,0,-2,103,102
O=C(NCc1ccncc1)C(=O)NCC(c1ccccc1)c1ccccc1,100,104,93,92,.,-10,95,100
COc1ccc(OC)c(NC(=S)N(CCc2c(C)[nH]c3ccc(C)cc23)Cc2cccs2)c1,97,93,117,101,0,-8,93,107
CC1(NC(=O)c2cccc(S(=O)(=O)N3CCN(c4ccc(F)cc4)CC3)c2)CCS(=O)(=O)C1 (stereo not drawn),87,90,89,101,0,-2,88,86
C/C(N)=C(/C#N)C(=O)CSc1nc2ccccc2c(=O)n1-c1ccc(C)c(Cl)c1,105,104,98,92,1,8,101,93
CCC1(C)Cc2c(sc3nnn(CC(=O)Nc4ccc(C)cc4)c(=O)c23)CO1 (stereo not drawn),99,101,107,99,2,3,103,101
O=C(CCN1C(=O)c2ccccc2C1=O)NCCCn1ccnc1,93,94,97,99,0,7,94,88
O=C(CN1CCCCC1CO)c1ccc(OC(F)F)cc1 (stereo not drawn),83,87,76,104,1,15,81,77
O=C(CSCCO)Nc1cccc([N+](=O)[O-])c1,116,106,108,111,.,10,111,110
CCOC(=O)N1CCN(C(=O)c2sc3nc(-c4ccc(F)cc4)cn3c2C)CC1,97,93,94,77,1,2,100,100
COc1c(F)c(F)c(C(=O)O)c(Nc2ccc(C)cc2)c1F,95,93,93,86,0,2,102,101
CN(C)c1ccc(/C=N/NC(=O)c2ccccc2)cc1,103,110,93,89,2,3,100,98
O=C(O)CSCc1nc2ccccc2[nH]1,99,114,115,97,0,0,101,100
SMILES,RPL19A TOR yeast,MEP2 TOR yeast,LAP4-GFP MLPCN,CR mimetic SO,GRK2 inh,VLA-4 inh,AGP1-GFP MLPCN,CIT2-GFP yeast
CN1C(=O)N(CC(=O)NCc2ccc(Cl)cc2Cl)C(=O)C12CCCCC2,94,97,93,83,1,11,93,85
Nc1nonc1-n1nnc(C(=O)N/N=C/c2ccc(Cl)cc2Cl)c1CN1CCOCC1,98,100,100,99,2,-7,105,97
Oc1ccccc1/C=N/N1CCCCC1,96,99,98,99,2,-3,101,105
O=C(COC(=O)CCc1ccccc1)Nc1cc(S(=O)(=O)N2CCOCC2)ccc1N1CCCC1,98,93,105,95,1,9,98,83
Cc1ccc(/C=C2\OC(=O)c3ccccc32)cc1,99,107,120,92,0,5,98,93
CSc1nc(N)nc(C2CC2)n1,91,92,103,112,1,4,91,91
COc1ccc(-n2cccc2C=O)cc1,100,101,102,88,2,12,100,95
CCOC(=O)C1CCN(C(=O)CSCc2nc(-c3ccc(OCC)cc3)oc2C)CC1,93,100,92,98,2,4,92,91
CCc1noc(C)c1C(=O)NCCc1ccc(F)cc1,89,97,88,101,2,-9,92,86
Nc1nc(NCc2ccccc2Cl)n(-c2ccccc2)n1,103,103,88,88,0,4,100,96
O=C(Nc1ccc2ccccc2c1)/C(=C/c1cccc(Br)c1)NC(=O)c1ccco1,102,106,91,104,2,11,95,98
COc1ccc2c(=O)c3c(=O)n(-c4ccccc4)c(-c4ccc(C)cc4)nc3oc2c1,95,97,118,104,0,1,110,97
CCCCCn1c(SCCN2CCOCC2)nc2c1c(=O)[nH]c(=O)n2C,103,102,105,107,4,-7,103,107
CCCN(CC(=O)Nc1ccccc1OC)C(=O)CCC(=O)c1ccc(Cl)s1,100,98,107,90,1,-10,102,98
O=C(Nn1cnnc1)c1ccc(Cl)cc1[N+](=O)[O-],106,112,100,102,93*,21,105,115
O=c1cc(-c2ccccc2)n(S(=O)(=O)c2ccccc2)o1,94,97,108,123,4,9,85,102
CN(C)NC(=O)c1ccsc1NC(=O)c1ccc(S(=O)(=O)N(C)C)cc1,100,101,111,81,0,-18,103,101
Cc1cccc(C(=O)NCC(=O)OCC(=O)c2ccc(Cl)s2)c1,101,104,96,108,1,-1,88,93
Cc1ccc(S(=O)(=O)Nc2c(C)ccc3nsnc23)cc1,97,94,97,107,1,-6,95,86
CCn1c(=O)cc(SCC(=O)Nc2cc(OC)c(OC)c(OC)c2)c2ccccc21,97,101,90,103,0,-6,104,95
CC(NC(=O)c1ccc(S(=O)(=O)N(C)C)cc1)c1ccc(-n2ccnc2)cc1 (stereo not drawn),103,103,97,90,0,-8,101,102
Cc1cc(C)cc(NC(=O)CCCN2C(=O)C(c3ccccc3)Oc3cccnc32)c1 (stereo not drawn),97,95,93,106,0,6,102,105
O=C(COC(=O)CCNS(=O)(=O)c1ccc2c(c1)OCCO2)NC1CCCc2ccccc21 (stereo not drawn),99,100,98,114,1,0,99,90
Cc1cc(NC(=O)c2ccc([N+](=O)[O-])cc2)n(C)n1,102,105,103,104,0,8,101,96
O=C(NC(=S)Nc1ccc(CN2CCOCC2)cc1)c1cc2ccccc2o1,104,106,107,97,2,9,98,102

# Retrieved by compound from the entries so far (two):
SMILES,RPL19A TOR yeast,MEP2 TOR yeast,LAP4-GFP MLPCN,CR mimetic SO,GRK2 inh,VLA-4 inh,AGP1-GFP MLPCN,CIT2-GFP yeast
O=C(Nc1ccc2ccccc2c1)/C(=C/c1cccc(Br)c1)NC(=O)c1ccco1,102,106,91,104,2,11,95,98
CCOC(=O)C1CCN(C(=O)CSCc2nc(-c3ccc(OCC)cc3)oc2C)CC1,93,100,92,98,2,4,92,91

# Taken from above for reference:
SMILES,RPL19A TOR yeast,MEP2 TOR yeast,LAP4-GFP MLPCN,CR mimetic SO,GRK2 inh,VLA-4 inh,AGP1-GFP MLPCN,CIT2-GFP yeast
CCn1c(=O)cc(SCC(=O)Nc2cc(OC)c(OC)c(OC)c2)c2ccccc21,97,101,90,103,0,-6,104,95
CC(NC(=O)c1ccc(S(=O)(=O)N(C)C)cc1)c1ccc(-n2ccnc2)cc1 (stereo not drawn),103,103,97,90,0,-8,101,102
Cc1cc(C)cc(NC(=O)CCCN2C(=O)C(c3ccccc3)Oc3cccnc32)c1 (stereo not drawn),97,95,93,106,0,6,102,105
O=C(COC(=O)CCNS(=O)(=O)c1ccc2c(c1)OCCO2)NC1CCCc2ccccc21 (stereo not drawn),99,100,98,114,1,0,99,90
Cc1cc(NC(=O)c2ccc([N+](=O)[O-])cc2)n(C)n1,102,105,103,104,0,8,101,96
O=C(NC(=S)Nc1ccc(CN2CCOCC2)cc1)c1cc2ccccc2o1,104,106,107,97,2,9,98,102

# Following part.
SMILES,RPL19A TOR yeast,MEP2 TOR yeast,LAP4-GFP MLPCN,CR mimetic SO,GRK2 inh,VLA-4 inh,AGP1-GFP MLPCN,CIT2-GFP yeast
Cc1ccc(S(=O)(=O)N2CCOCC2)cc1NC(=O)COC(=O)COc1ccccc1[N+](=O)[O-],100,109,92,105,2,1,104,123
CCCNC(=O)NC(=O)CSc1nnc(-c2ccncc2)n1CC,100,98,100,96,61*,2,107,98
CNc1snc(C)c1C(=O)OCC(=O)c1cc(F)ccc1OC,94,99,98,117,8,3,98,90
Cc1ccc(C)c(N2CCN(c3ccncc3N)CC2)c1,103,104,90,107,0,11,98,99
COc1ccc(CCNC(=O)Cn2c(=O)n(CCCC(=O)NCc3ccco3)c(=O)c3sccc32)cc1OC,104,111,98,97,0,9,97,103
CCN1CCC(NC(=O)Nc2ccccc2C(=O)OC)CC1,102,115,100,109,1,5,98,104
CN(Cc1ccccc1)C(=O)c1ccc(NC(=O)Cc2cccc(NC(=O)C3CCCN(C(=O)C4CCCCC4)C3)c2)cc1 (stereo not drawn),93,87,96,115,0,11,94,95
Cc1ccnc2nc(C(=O)Nc3nnc(-c4ccccc4)o3)nn12,96,101,100,92,0,6,101,93
CCn1c(COc2cccc(C)c2)nnc1SCC(=O)NC1CCCC1,102,104,93,95,0,1,99,103
CN(CC(=O)Nc1ccc(Cl)c(C(F)(F)F)c1)C(=O)Cc1c[nH]c2ccccc12,102,105,99,106,0,13,104,91
Cc1ccc(-n2cccc2/C=C2\C(=N)N3N=C(c4ccco4)SC3=NC2=O)cc1,113,131,120,89,3,-1,110,107
Cc1ccc(-c2nc3ccccc3[nH]c2=O)cc1,95,93,98,116,0,-1,94,75
CS(=O)(=O)c1ccc(Cl)c(NC(=O)CSc2nc3ccccc3c(=O)n2Cc2ccco2)c1,101,105,100,102,0,1,107,92
CCN(CC)C(=O)CCCSc1nnc(Nc2ccccc2F)s1,92,103,97,92,0,10,98,99
COc1ccc(C[C@H](N)C(=O)N[C@H]2[C@@H](O)[C@H](n3cnc4c(N(C)C)ncnc43)O[C@@H]2CO)cc1,97,95,103,82,3,2,101,97
O=C(NC(=S)NCc1ccccc1)c1ccc(Br)cc1,90,92,108,97,2,5,86,88
C/C(=N\Nc1nc(C)cc(C)n1)c1ccc(C)o1,102,98,102,104,0,-4,103,89
O=C(CNS(=O)(=O)c1ccc(F)c(Cl)c1)N1CCCC1,105,103,82,102,.,0,86,111
CCOC(=O)c1sc(=S)n(-c2cccc(OC)c2)c1N,96,91,107,97,4,-14,99,98

# A different layout for 2 compounds above:
SMILES	RPL19A TOR yeast	MEP2 TOR yeast	LAP4-GFP MLPCN	CR mimetic SO	GRK2 inh	VLA-4 inh	AGP1-GFP MLPCN	CIT2-GFP yeast
C/C(=N\Nc1nc(C)cc(C)n1)c1ccc(C)o1	102	98	102	104	0	-4	103	89
O=C(CNS(=O)(=O)c1ccc(F)c(Cl)c1)N1CCCC1	105	103	82	102	.	0	86	111

# Screening results as filed in PubChem BioAssay.
